Bioassay records: PubChem, Broad Institute
INS-1E GSIS act = GLuc luminescence reporter in INS-1E cells, primary screen for activators of glucose-dependent secretion of insulin | 370,000 tested, 0.61% active | INS-1E GLuc reporter insulin secretion, 2-3 h | activation, % at 16.6 µM;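 active = lowest replicate activation of at least 40%, so every replicate reaches that level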;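 also: 0% = median of neutral control wells and 100% = median of IBMX positive control wells; some compounds called inactive have numbers as strong as hits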
RAD54 branch = inhibitors of human RAD54 branch migration, primary screen, biochemical, fluorescence, single point. DNA repair and recombination protein RAD54-like (Homo sapiens), Q92698. AID 602329, 2012. RAD54 Holliday junction branch migration, FAM/BHQ fluorescence. inhibition, % at 10.4 µM. 360,000 tested, 0.14% active;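 active = mean normalized replicate activity at least 40 and at least half of replicates scoring 40 or more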;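 also: 0% = median of neutral control wells and 100% = median of positive control wells; inhibitors cause a drop in the FAM fluorescence signal; in these data hits start at about 50%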
Target sequence (Q92698 whole entry, looked up): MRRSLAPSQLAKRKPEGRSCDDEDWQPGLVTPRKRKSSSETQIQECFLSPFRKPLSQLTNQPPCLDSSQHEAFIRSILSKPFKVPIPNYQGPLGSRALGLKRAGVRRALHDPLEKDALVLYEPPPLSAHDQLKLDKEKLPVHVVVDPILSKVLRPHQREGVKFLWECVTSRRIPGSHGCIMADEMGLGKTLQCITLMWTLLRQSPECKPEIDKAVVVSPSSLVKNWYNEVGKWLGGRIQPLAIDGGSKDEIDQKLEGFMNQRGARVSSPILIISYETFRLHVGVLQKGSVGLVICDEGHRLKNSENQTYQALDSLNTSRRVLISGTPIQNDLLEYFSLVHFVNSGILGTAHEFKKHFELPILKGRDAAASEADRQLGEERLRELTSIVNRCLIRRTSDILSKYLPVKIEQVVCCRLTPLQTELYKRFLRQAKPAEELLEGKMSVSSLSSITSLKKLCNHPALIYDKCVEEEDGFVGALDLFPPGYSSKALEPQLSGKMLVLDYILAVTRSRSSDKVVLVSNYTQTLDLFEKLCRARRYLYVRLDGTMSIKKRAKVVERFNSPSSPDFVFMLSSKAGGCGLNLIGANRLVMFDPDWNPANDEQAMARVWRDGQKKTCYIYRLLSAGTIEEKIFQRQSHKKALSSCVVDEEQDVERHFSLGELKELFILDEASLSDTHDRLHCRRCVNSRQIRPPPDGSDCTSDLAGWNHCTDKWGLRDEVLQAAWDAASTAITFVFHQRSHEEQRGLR
* = called active by the depositor. The list is partial; rates above refer to the full screens.

SMILES	INS-1E GSIS act	RAD54 branch
CC1CCN(CCOc2cccc(Br)c2)CC1	11	-2
Fc1ccccc1N1CCN(c2ncnc3[nH]ncc23)CC1	16	1
CCS(=O)(=O)N1CCC(C(=O)c2ccc(Cl)cc2)CC1	17	-1
COCCCn1cnc2c(c1=O)c1nc3ccccc3nc1n2-c1ccc(C)cc1	2	-10
Cc1cc(C)c2nc(-c3ccccn3)cc(C(=O)Nc3ccc(S(=O)(=O)Nc4cc(C)on4)cc3)c2c1	12	12
C=CCn1c(SCc2nc3ccccc3[nH]2)nnc1-c1cccc(OC)c1	14	-1
C=CCN(C(=O)CCC(=O)O)C1CC(=O)N(c2ccc(OCCC)cc2)C1=O (configuration not stated)	-2	-6
Cn1c(=O)n(Cc2ccccc2)c(=O)c2c1nc1n2CCCN1CCc1ccccc1	-30	0
Cc1ccc(-n2c(C)cc(/C=N/NC(=O)c3ccncc3)c2C)c(C)c1	16	-10
COc1cccc(-c2cc(C(=O)Nc3c(C)nn(Cc4ccccc4C)c3C)no2)c1	-47	4
CCCC(=O)N1CCN(c2ccc(NC(=O)C(C)(C)C)cc2)CC1	3	5
CCOc1cc(/C=C2/N=C(c3ccc(C(C)(C)C)cc3)OC2=O)cc(Cl)c1OS(C)(=O)=O	48	4
Cc1ccc(S(=O)(=O)/N=C(\N)Nc2nc(C)c3cc(C)ccc3n2)cc1	4	13
O=C(O)c1ccc2c(c1)C(=O)N(NC(=O)c1ccccc1)C2=O	17	5
Cc1cccc(NC(=S)NN2CCN(C)CC2)c1C	6	9
FC(F)(F)COc1nc(N2CCCCC2)nc(N2CCNCC2)n1	0	3
CC(=O)Nc1nc2n(n1)C(c1ccc(F)cc1)C=C(c1ccccc1)N2 (configuration not stated)	-47	0
O=C(O)CSc1nnc(-c2ccc3c(c2)OCO3)o1	2	4
Cc1ccc(C(=O)NC(=S)N2CCN(c3ccc([N+](=O)[O-])cc3)CC2)cc1	0	8
CCN1CCN(CCCNC(=O)c2cc3c(=O)[nH]c4ccccc4c3s2)CC1	22	52*
COc1ccccc1-c1cc(C(=O)Nc2ccccc2SC)no1	12	0
COc1ccc2c(c1OC)C(=O)NC(C)=C(C(=O)OC(C)(C)C)C2O (configuration not stated)	5	5
COc1ccc(NC(=O)CN2CCN(Cc3ccc4c(c3)OCO4)CC2)cc1OC	4	-3
CCn1c(SCC(=O)NCc2ccc3c(c2)OCO3)nnc1-c1cccs1	18	0
COc1ccc(S(=O)(=O)N(CCc2ccccc2)CC(=O)NC(C)C)cc1	-14	12
Cc1nn(Cc2cccc(C(=O)NCC(C)C)c2)c(C)c1Br	-6	-3
O=c1ccn(Cc2ccccc2Cl)cc1	20	-1
Cc1ccc(C(C)(C)C)c(OCCN2CCCC2)c1	42	15
c1ccc(C2=Nc3ccccc3NC(c3ccccc3)C2)cc1 (configuration not stated)	-15	2
COCCCNC(=O)CNC(=S)N(Cc1ccccc1F)C1CCCCC1	4	2
c1ccc(Oc2nc(N3CCOCC3)nc(N3CCOCC3)n2)cc1	0	-11
CCOc1ccc(NC(=O)Cn2c(=O)oc3ccccc32)cc1	-5	3
Cc1ccc(Cn2c(SC3CCOC3=O)nc3ccccc3c2=O)cc1 (configuration not stated)	5	-5
C#CCSc1nnc(-c2sc3ccccc3c2Cl)o1	6	5
CCSc1nnc(NC(=O)c2cc(C)on2)s1	-6	-14
Cc1ccc2cc(CN(CCCN3CCOCC3)C(c3nnnn3Cc3ccco3)C(C)C)c(=O)[nH]c2c1C (configuration not stated)	-3	-1
O=C(CN(Cc1ccccc1Cl)C(=O)c1ccc(CN2CCOCC2)o1)NCC1CCCO1 (configuration not stated)	1	-1
Cc1cc(OCCN2CCCC2)cc(C(C)C)c1	5	14
CCCNC(=O)c1ccc2c(c1)C1C3CCC(C3)C1C(c1ccccc1)N2 (configuration not stated)	-20	14
CCOCC(=O)Nc1nnc(COc2ccc(Cl)cc2)s1	-5	11
CCCCn1c(=O)[nH]c(=O)c2c1nc(-c1ccsc1)n2Cc1ccccc1	-16	-10
Brc1ccc(/C=C/C=N/Nc2nc3ccccc3s2)cc1	-2	7
COc1ccc(NC(=O)NC2CC3CCCC(C2)N3Cc2ccccc2)cc1 (configuration not stated)	-9	4
CN(C)S(=O)(=O)c1ccc(NC(=O)c2cccnc2)cc1	12	1
Cc1c(C(=O)N2CCN(CCc3ccccc3)CC2)oc2ccccc12	28	-8
c1cc(-c2nnc3n2CCCCC3)ccn1	-6	0
Cc1cccc(C(=O)N2CCCCCC2)c1	-2	2
Cc1cc(C(=O)NC2CCCc3ccccc32)no1 (configuration not stated)	28	9
O=C(COc1ccc2ccccc2c1)Nc1nc2ccccc2[nH]1	4	0
Cc1ccc(S(=O)(=O)c2nc(N3CCOCC3)sc2Cl)cc1	17	5
CSCc1cc(N(C)C)nc(SCc2ccc(Cl)cc2Cl)n1	-3	-13
COc1ccccc1CCNCc1ccc(OC)c(OCc2ccccc2)c1	-17	-4
COc1ccc(C(C[N+](=O)[O-])c2c(-c3ccccc3)cc3ccccn23)c(OC)c1 (configuration not stated)	-32	3
CCN(CC)S(=O)(=O)c1cccc(C(=O)NC(Cc2c[nH]c3ccccc23)c2nnc3n2CCC3)c1 (configuration not stated)	-5	8
CC(=O)Nc1nc2ccc(Br)cc2s1	-8	9
Cc1nnsc1NC(=O)OCC(C)(C)C	1	7
Cc1ccccc1OCCSc1nnc(-c2ccncc2)n1C	4	-20
N#Cc1ccsc1NC(=O)CSc1ncn[nH]1	0	-6
Cc1cc(C)cc(OC(C)c2ccnc3nc(/N=C/N(C)C)nn23)c1 (configuration not stated)	-1	-3
CNc1ccccc1-c1nc2ccccc2n(C)c1=O	3	12

2 entries from above, in CSV form:
mol,INS-1E GSIS act,RAD54 branch
Cc1cc(C)cc(OC(C)c2ccnc3nc(/N=C/N(C)C)nn23)c1 (configuration not stated),-1,-3
CNc1ccccc1-c1nc2ccccc2n(C)c1=O,3,12

(more compounds)
SMILES	INS-1E GSIS act	RAD54 branch
Cc1nn(C)c(C(=O)Nc2ccn(Cc3ccccc3F)n2)c1[N+](=O)[O-]	2	-2
Cc1cc(C)c(NC(=S)NC(=O)c2c(Cl)c(C)nn2C)c([N+](=O)[O-])c1	-7	-12
C/C=C(\C)CN1CCN(c2cc(C)ccc2C)CC1	1	0
Cc1ccc(CNC(=O)c2sc3nc4c(c(C(F)(F)F)c3c2N)CCC4)cc1	-3	-10
COc1ccc(Cn2c(=O)c3c(nc(NCCO)n3C)n(C)c2=O)cc1	-1	1
Cc1nn2c(N)c(C#N)cnc2c1-c1ccccc1	4	8
Cc1ccc(S(=O)(=O)N(C)CC(=O)Nc2nc3ccccc3s2)cc1	-10	7
Cc1ccccc1NC(=O)CSc1nc(N)c(C#N)c(-c2cccs2)c1C#N	-34	8
O=C(O/N=C1\CCS(=O)(=O)c2sccc21)c1ccccc1	-14	4
COc1ccccc1OCCn1cc(C(=O)c2ccco2)c2ccccc21	-9	-8
COc1ccc(-c2nc(SC)n(C)c(=O)c2C#N)cc1OC	11	7
CC(O)c1nc2ccccc2n1CCOc1ccccc1 (configuration not stated)	14	0

7 structures out of the list, ordered by length of the SMILES, low to high:
SMILES	INS-1E GSIS act	RAD54 branch
CC(O)c1nc2ccccc2n1CCOc1ccccc1 (configuration not stated)	14	0
C/C=C(\C)CN1CCN(c2cc(C)ccc2C)CC1	1	0
O=C(O/N=C1\CCS(=O)(=O)c2sccc21)c1ccccc1	-14	4
COc1ccccc1OCCn1cc(C(=O)c2ccco2)c2ccccc21	-9	-8
Cc1ccc(S(=O)(=O)N(C)CC(=O)Nc2nc3ccccc3s2)cc1	-10	7
Cc1ccccc1NC(=O)CSc1nc(N)c(C#N)c(-c2cccs2)c1C#N	-34	8
Cc1cc(C)c(NC(=S)NC(=O)c2c(Cl)c(C)nn2C)c([N+](=O)[O-])c1	-7	-12

(cont.)
SMILES	INS-1E GSIS act	RAD54 branch
N#C/C(=C\c1cn[nH]c1-c1ccc(Cl)cc1)C(=O)NCc1ccccc1	-3	-9
Cc1ccc(-c2cc3nc(C)cc(NCc4ccco4)n3n2)cc1	-12	-4
Cc1cc(C)n(-c2ccc(C(=O)Nc3ccccc3N3CCOCC3)cc2)n1	0	1
Cc1cc(C)c(S(=O)(=O)Nc2cccc3nsnc23)c(C)c1	-8	-20
CCOC(=O)c1c(NC(=O)c2ccccc2C)sc2c1CC(C)(C)OC2	-25	-3
CCCCNC(=O)/C=C/c1ccc(OC)c(Br)c1	-3	-2
CO/N=C\Cc1oc(=O)c(NC(=O)c2ccccc2)cc1C(=O)OC	-1	-1
C=CCn1c(COc2ccc(Cl)cc2)nnc1SCc1ccc(C#N)cc1	-26	-10
N#Cc1ccccc1CSc1ccccn1	17	-4
CCn1c(COc2cccc(OC)c2)nnc1SCC(=O)N1CCOCC1	9	5
Cc1ccc(C)c(OCC(O)CN2CCC(C)CC2)c1C (configuration not stated)	7	-6
Cc1sc2nc(C3CC3)nc(SCC(=O)N3CC(=O)Nc4ccccc43)c2c1C	-39	-2

Single records (already shown).
`N#Cc1ccccc1CSc1ccccn1` is listed as INS-1E GSIS act = 17; RAD54 branch = -4
`CCn1c(COc2cccc(OC)c2)nnc1SCC(=O)N1CCOCC1` is listed as INS-1E GSIS act = 9; RAD54 branch = 5

(continued)
SMILES	INS-1E GSIS act	RAD54 branch
Cc1ccc(S(=O)(=O)N(CC(=O)N/N=C/c2cccc(Cl)c2)c2cccc3cccnc23)cc1	3	7
COC(=O)c1ccc(CSc2nc3cc(Cl)ccc3s2)o1	-9	-13
Cc1c(C(=O)NCc2ccccn2)oc2ccccc12	-3	-5
Cc1cc(NC(=O)c2cccc(S(=O)(=O)N3CCCCCC3)c2)n(-c2ccccn2)n1	-20	-7
Cc1ccc(C)n1NC(=O)c1ccccc1O	0	10
CCOc1ccc(-n2c(SCC(=O)Nc3ccc4c(c3)OCCO4)nc3c(c2=O)SCC3)cc1	-18	5
COc1ccccc1Cc1nnnn1CC(=O)O	-1	-1
CCOC(=O)c1cc(CC)sc1NC(=O)Cc1ccccc1	-12	-12
O=C1CCCC2=C1C(c1ccc(Cl)cc1)C1C(=O)c3ccccc3C1=N2 (configuration not stated)	-62	1
Cc1cc(C(=O)C(C)OC(=O)C2=NNC(=O)CC2)c(C)n1-c1ccc(OC(F)F)cc1 (configuration not stated)	5	1
O=C(NCc1cccs1)C1CC(=O)N(c2ccccc2)C1 (configuration not stated)	6	0
O=C(O)c1ccc(NS(=O)(=O)/C=C/c2ccccc2)cc1	12	15
O=C(O)C1C2C=CC(O2)C1C(=O)Nc1ccc(S(=O)(=O)Nc2ccccc2)cc1 (configuration not stated)	-10	1
COC(=O)c1cc2sccc2n1Cc1ccc(C)cc1	-26	-2
CSc1cc(-c2ccc(Cl)cc2)c(C(=O)N2CCCC2)s1	-14	0
CCOc1ccc(NC(=O)CCCOc2cc(=O)n(C)c3ccccc23)cc1	-9	-3
COc1ccc(S(=O)(=O)CCC(=O)Nc2ccc(OC)cc2OC)cc1	-10	4
CCC(C)NS(=O)(=O)c1ccc(S(=O)(=O)Nc2cc3c(cc2C(C)=O)OCO3)cc1 (configuration not stated)	0	6
O=C(O)CCC(=O)NC1CCCCC1	15	3
Cc1nc(N)nc2c1CCCC2	43*	3
O=c1c2c(-c3ccc(Cl)cc3)csc2nc2n1CCC2	28	-8
Cc1ccccc1NC(=O)Cc1nnc(SCC(=O)c2ccc(Br)cc2)n1C	-6	9
CCOC(=O)C(C)Oc1ccccc1C1NC(=O)NC(C)=C1C(=O)Nc1ccc(C)c(C)c1 (configuration not stated)	-18	6
Cc1cc(C)nc(NC(=O)c2cccc([N+](=O)[O-])c2C)n1	3	0
CN(CC(=O)Nc1ccncc1)S(=O)(=O)c1ccc(Br)cc1	-5	-4
CCC(Oc1nc2ccccc2nc1-c1ccccc1NC(C)=O)C(=O)c1ccccc1 (configuration not stated)	-28	-1
COc1cc(/C=C(/C#N)c2nc3ccccc3[nH]2)ccc1Oc1ncccc1[N+](=O)[O-]	-12	-4
CCN(CC)C(=O)CSc1ncnc2c1cnn2-c1ccccc1	4	-2
COc1cccc(-c2nn(-c3ccccc3)cc2/C=C\C(=O)c2cccs2)c1	-13	0
COCCCn1c(=S)[nH]c2ncccc2c1=O	6	3
CCOC(=O)c1c(NC(=O)C2=C(C)NC(=S)NC2c2ccccc2C(F)(F)F)sc(C)c1C (configuration not stated)	-23	1
Cc1onc(-c2ccccc2)c1C(=O)N1CCN(C(=O)c2ccco2)CC1	-2	3
O=C(CSc1ncn(-c2ccccc2)n1)Nc1nc2c(s1)CCCC2	-7	-3
Cc1ccccc1C(=O)NNC(=O)c1ccoc1C	3	3
Cc1sc(NC(=O)CSc2nnc3scc(-c4ccccc4)n23)c(C#N)c1C	31	-3
Cc1cccc(Cn2cnc3c(nnn3Cc3ccc(Cl)cc3)c2=O)c1	-1	5
Cn1c(CN2CCCC2)nc2cc(NC(=O)C3CCCCC3)ccc21	25	3
CCCNS(=O)(=O)c1ccc(OCC(=O)NCc2ccc3c(c2)OCO3)cc1	10	-2
CC1CC(=O)Nc2ccccc2N1S(=O)(=O)c1ccccc1 (configuration not stated)	9	-1
CCNC(=S)NNC(=O)c1csc2ccccc12	-1	-5
CCSc1nc(C)c(C(C)=O)cc1C#N	15	5
Cc1ccc(-c2csc(C3C(N)=NC(S)=C(C#N)C34CCCCC4)n2)cc1 (configuration not stated)	9	-1
COc1ccc(/C(N)=N/OC(=O)c2ccc(C)c([N+](=O)[O-])c2)cc1OC	8	-16
O=C(CSc1nc2ccccc2n1-c1ccccc1)NCC1CCCO1 (configuration not stated)	27	-7
